DUSP3 inh = DUSP3 (human) phosphatase inhibition | P51452 | recombinant VHR phosphatase, pNPP absorbance | inhibition, % at 13.3 µM | 0.52% of 290,000 active; in the data active means inhibition above about 50%; further: some compounds called inactive have numbers as strong as hits
MazF activator = activators of E. coli MazEF toxin-antitoxin RNase | 0.32% of 350,000 active | FAM/BHQ RNA-DNA oligo cleavage fluorescence, 5 h | P0AE70 | activation, % at 20 µM | AID 504720; in the data active means activation above about 50%
SARS 3CLpro inh = SARS-CoV 3CLpro protease inhibition; P0C6X7; recombinant SARS-CoV 3CLpro, quenched FRET peptide cleavage; inhibition, % at 6 µM; 0.14% of 290,000 active; in the data active means inhibition above about 12%
CCHFV vOTU inh = blocks the CCHF virus ovarian tumor domain protease. 0.55% of 370,000 active. AID 651958. CCHFV vOTU protease, Pep-AMC fluorescence. inhibition, % at 11.5 µM; in the data active means inhibition above about 30%; further: 0% = vehicle wells with enzyme and 100% = no enzyme wells
SSB-PriA inh = inhibitors of Klebsiella pneumoniae PriA binding to SSB C-terminal tail. AlphaScreen SSBct-PriA binding, biotinylated peptide. inhibition, % at 33 µM. 0.6% of 430,000 active; in the data active means inhibition mostly above about 37%, no sharp cut-off; inactive means mostly below about 20%;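 further: plate controls were negative control peptide for no effect and reference peptide for full effect; strong numbers were not always called active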
Rv3671c protease = inhibitors of M. tuberculosis serine protease Rv3671c. inhibition, % at 5.96 µM. 0.048% of 320,000 active; in the data active means inhibition above about 38%;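 further: extracellular domain of Rv3671c used as enzyme; 0% = enzyme with DMSO and 100% = no enzyme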
PrPC surface inh = reduces human prion protein on the cell surface. P04156. cell surface PrPC, TR-FRET read-out. inhibition, % at 13.8 µM. 0.43% of 370,000 active. AID 720596; in the data active means inhibition above about 24%; further: 0% = median of the test wells and 100% = reference compound wells
TcdB inh = TcdB glycohydrolase inhibition; inhibition, % at 9.99 µM; TcdB glycohydrolase enzymatic assay, plate reader; P18177; 0.24% of 350,000 active; in the data active means inhibition above about 10%
Target sequence (P18177 whole entry, looked up): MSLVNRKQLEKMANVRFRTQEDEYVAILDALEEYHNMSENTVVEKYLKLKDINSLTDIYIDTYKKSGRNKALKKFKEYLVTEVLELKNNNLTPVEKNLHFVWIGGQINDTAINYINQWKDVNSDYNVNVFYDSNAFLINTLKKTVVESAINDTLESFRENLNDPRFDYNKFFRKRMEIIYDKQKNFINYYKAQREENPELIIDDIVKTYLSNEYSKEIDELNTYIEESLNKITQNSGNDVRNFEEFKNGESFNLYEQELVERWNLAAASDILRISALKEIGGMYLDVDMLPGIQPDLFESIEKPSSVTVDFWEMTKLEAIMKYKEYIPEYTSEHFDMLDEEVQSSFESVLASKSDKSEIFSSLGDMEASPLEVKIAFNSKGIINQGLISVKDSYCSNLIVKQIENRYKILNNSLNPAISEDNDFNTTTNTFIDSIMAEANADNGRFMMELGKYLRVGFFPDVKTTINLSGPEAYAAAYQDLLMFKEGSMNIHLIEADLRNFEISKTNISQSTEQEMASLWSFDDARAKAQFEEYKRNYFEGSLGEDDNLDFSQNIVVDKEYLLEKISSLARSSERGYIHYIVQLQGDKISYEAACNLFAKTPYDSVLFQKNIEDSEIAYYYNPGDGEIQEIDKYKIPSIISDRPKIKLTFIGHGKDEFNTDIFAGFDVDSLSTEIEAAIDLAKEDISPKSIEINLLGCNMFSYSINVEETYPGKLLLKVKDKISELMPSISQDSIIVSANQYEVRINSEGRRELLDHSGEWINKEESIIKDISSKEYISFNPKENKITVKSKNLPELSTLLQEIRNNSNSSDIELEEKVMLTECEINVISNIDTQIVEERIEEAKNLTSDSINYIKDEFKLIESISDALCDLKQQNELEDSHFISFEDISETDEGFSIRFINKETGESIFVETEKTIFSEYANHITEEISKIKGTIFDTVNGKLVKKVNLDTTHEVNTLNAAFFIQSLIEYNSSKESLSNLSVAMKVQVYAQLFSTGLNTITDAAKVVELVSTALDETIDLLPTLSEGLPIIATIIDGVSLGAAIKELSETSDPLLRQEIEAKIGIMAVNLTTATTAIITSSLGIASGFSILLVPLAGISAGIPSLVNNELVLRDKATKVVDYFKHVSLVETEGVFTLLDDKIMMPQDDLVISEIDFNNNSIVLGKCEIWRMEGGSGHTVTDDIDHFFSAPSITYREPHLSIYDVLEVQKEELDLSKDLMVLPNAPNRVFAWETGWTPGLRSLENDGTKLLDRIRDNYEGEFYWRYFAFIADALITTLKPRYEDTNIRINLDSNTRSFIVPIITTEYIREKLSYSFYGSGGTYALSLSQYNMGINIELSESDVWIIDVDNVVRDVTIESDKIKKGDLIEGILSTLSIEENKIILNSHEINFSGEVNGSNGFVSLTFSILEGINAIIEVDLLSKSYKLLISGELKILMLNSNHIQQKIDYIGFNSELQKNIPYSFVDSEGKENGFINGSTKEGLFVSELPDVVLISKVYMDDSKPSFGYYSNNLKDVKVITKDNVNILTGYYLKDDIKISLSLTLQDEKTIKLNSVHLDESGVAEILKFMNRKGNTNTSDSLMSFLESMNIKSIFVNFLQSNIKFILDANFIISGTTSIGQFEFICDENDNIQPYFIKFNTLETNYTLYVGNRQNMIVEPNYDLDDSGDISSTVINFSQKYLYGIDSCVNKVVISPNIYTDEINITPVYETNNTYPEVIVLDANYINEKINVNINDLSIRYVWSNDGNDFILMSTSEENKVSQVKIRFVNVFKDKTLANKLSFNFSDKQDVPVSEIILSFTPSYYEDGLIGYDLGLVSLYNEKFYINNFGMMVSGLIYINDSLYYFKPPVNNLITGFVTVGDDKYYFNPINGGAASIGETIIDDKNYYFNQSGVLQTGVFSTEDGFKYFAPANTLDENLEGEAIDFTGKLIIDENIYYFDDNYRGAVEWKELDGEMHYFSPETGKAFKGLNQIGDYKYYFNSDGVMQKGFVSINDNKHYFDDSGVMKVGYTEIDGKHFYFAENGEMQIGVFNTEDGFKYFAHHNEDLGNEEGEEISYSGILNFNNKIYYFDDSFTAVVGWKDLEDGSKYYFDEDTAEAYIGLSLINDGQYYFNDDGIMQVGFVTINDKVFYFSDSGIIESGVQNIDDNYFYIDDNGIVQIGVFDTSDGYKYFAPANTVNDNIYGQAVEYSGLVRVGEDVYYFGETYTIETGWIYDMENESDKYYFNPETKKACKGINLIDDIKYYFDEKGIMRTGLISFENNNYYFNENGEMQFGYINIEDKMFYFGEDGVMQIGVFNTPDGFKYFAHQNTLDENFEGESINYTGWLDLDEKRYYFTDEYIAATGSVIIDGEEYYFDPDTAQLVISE
Vc quorum ag = inducers of Vibrio cholerae quorum light production without autoinducers; V. cholerae BH1578 lux reporter, luminescence, 6 h; 0.16% of 350,000 active; activation, % at 18.7 µM; in the data active means activation mostly above about 9.7%, no sharp cut-off; further: not every result past the cut was called active; inactives centre near 0; reference of the scale not given here
Yp Topo-I inh = blocks Yersinia pestis topoisomerase I activity | Y. pestis Topo-I cleavage product accumulation, plate reader | activity, % at 10 µM | 0.064% of 360,000 active; in the data active means activity above about 50%, passing the limit was not always enough; further: inactives centre near 2
Active calls of the source: *; & = joins results of further samples.

For CN(CC(=O)Nc1ccc(Cl)c(C(F)(F)F)c1)C(=O)CC1Sc2ccccc2NC1=O (stereo unspecified) the results were DUSP3 inh 12, MazF activator 1, SARS 3CLpro inh 3, CCHFV vOTU inh 33*, SSB-PriA inh -3, Rv3671c protease -12, PrPC surface inh 13, TcdB inh -4.3, Vc quorum ag inactive and Yp Topo-I inh -1.
Oc1c(/C=N/Nc2cccc3cccnc23)ccc2ccccc12 was read as DUSP3 inh 3, MazF activator 1, SARS 3CLpro inh 6, CCHFV vOTU inh 2, Rv3671c protease 10, PrPC surface inh -9, Vc quorum ag -5.1 and Yp Topo-I inh -11.
CCCn1c(=O)c(C(=O)NCCc2ccc(OC)cc2)c(O)c2ccccc21 was read as DUSP3 inh -4, MazF activator -6, SARS 3CLpro inh 4, CCHFV vOTU inh 10, SSB-PriA inh -5, PrPC surface inh 5, TcdB inh 1.6, Vc quorum ag -0.6 and Yp Topo-I inh 7.
`Cc1ccnc(NS(=O)(=O)c2ccc(N3C(=O)C4CCCCC4C3=O)cc2)n1` (stereo unspecified) gave DUSP3 inh 36, MazF activator 4, SARS 3CLpro inh -5, CCHFV vOTU inh 3, SSB-PriA inh -6, Rv3671c protease -3, PrPC surface inh 10, TcdB inh -1.6, Vc quorum ag 1.2 and Yp Topo-I inh 2.
`FC(F)(F)c1ccc(Sc2nnc(-c3cccs3)n2CC2CCCO2)nc1` (stereo unspecified) gave DUSP3 inh 10, MazF activator -1, SARS 3CLpro inh -8, CCHFV vOTU inh -2, SSB-PriA inh -8, Rv3671c protease 6, PrPC surface inh 9, Vc quorum ag 4.3 and Yp Topo-I inh 5.
`COc1ccccc1NC(NC(=O)c1ccco1)C(=O)c1ccccc1` (stereo unspecified) gave DUSP3 inh -9, MazF activator -8, SARS 3CLpro inh 3, CCHFV vOTU inh -19, SSB-PriA inh 7, Rv3671c protease 4, PrPC surface inh 2, TcdB inh 1.5, Vc quorum ag -1.0 and Yp Topo-I inh 0.
Screening COc1ccccc1C(C)NC(=O)c1cc(=O)[nH]c2ccccc12 (stereo unspecified) returned DUSP3 inh 7, MazF activator -32, SARS 3CLpro inh 7, CCHFV vOTU inh -2, SSB-PriA inh 6, Rv3671c protease -3, PrPC surface inh -1, TcdB inh 0.2, Vc quorum ag -0.1 and Yp Topo-I inh -10.
Cc1nn(C)cc1CN1CCCC(C(=O)c2ccc(-c3ccccc3)c(F)c2)C1 (stereo unspecified) was read as DUSP3 inh 17, MazF activator 2, SARS 3CLpro inh 1, CCHFV vOTU inh 5, SSB-PriA inh 1, Rv3671c protease -11, PrPC surface inh -4, TcdB inh 0.4, Vc quorum ag -0.2 and Yp Topo-I inh 12.
Screening O=C(NCCCCc1ccccc1)Nc1ccc(F)cc1F returned DUSP3 inh 4, MazF activator 1, SARS 3CLpro inh 3, CCHFV vOTU inh 13, SSB-PriA inh 5, Rv3671c protease 3, PrPC surface inh 4, TcdB inh 1.8, Vc quorum ag -0.3 and Yp Topo-I inh -3.
For Cc1noc(C)c1S(=O)(=O)N1CCC(C(=O)N2CCC(C)CC2)CC1 the results were DUSP3 inh 20, MazF activator -6, SARS 3CLpro inh -3, CCHFV vOTU inh 6, SSB-PriA inh 4, Rv3671c protease -2, PrPC surface inh 3, Vc quorum ag 3.9 and Yp Topo-I inh 7.
For CCCn1c(=O)c(-c2ccccc2)c(O)c2ccccc21 the results were DUSP3 inh 29, MazF activator 3, SARS 3CLpro inh -3, CCHFV vOTU inh -2, SSB-PriA inh -21, Rv3671c protease 2, PrPC surface inh 1, Vc quorum ag -0.4 and Yp Topo-I inh 7.
For CCCCCSc1nnc(C)c(=O)[nH]1 the results were DUSP3 inh 6, MazF activator -3, SARS 3CLpro inh 4, SSB-PriA inh -17, Rv3671c protease -1, TcdB inh 1.3, Vc quorum ag inactive and Yp Topo-I inh 5.
Screening COc1cccc(NC(=O)CCC(=O)NCc2ccco2)c1 returned DUSP3 inh 31, MazF activator 4, SARS 3CLpro inh 1, CCHFV vOTU inh -22, SSB-PriA inh -5, Rv3671c protease 0, PrPC surface inh -2, Vc quorum ag inactive and Yp Topo-I inh -10.
`CC(=O)c1ccc(N2CCN(Cc3nc(Cc4ccccc4)no3)CC2)cc1` gave DUSP3 inh 6, MazF activator -4, SARS 3CLpro inh -1, CCHFV vOTU inh 27, SSB-PriA inh -4, Rv3671c protease -4, PrPC surface inh 12, TcdB inh 0.6, Vc quorum ag inactive and Yp Topo-I inh -3.
CC(C)(C)OC(=O)C[C@H]1C/C=C\C[C@H](CC(=O)NCCO)C(=O)N[C@@H](Cc2ccccc2)COC1=O was read as MazF activator 4, CCHFV vOTU inh 6, SSB-PriA inh 5, Rv3671c protease -6, PrPC surface inh -3, TcdB inh 1.7, Vc quorum ag inactive and Yp Topo-I inh 10.
Cc1ccc(NC(=O)c2ccc(C(C)(C)C)cc2)cc1[N+](=O)[O-] was read as DUSP3 inh 2, MazF activator -17, SARS 3CLpro inh -9, CCHFV vOTU inh -1, SSB-PriA inh 6, Rv3671c protease -3, PrPC surface inh -7, Vc quorum ag -0.9 and Yp Topo-I inh 25.
`COc1ccc(C2(CNC(=O)C(=O)Nc3ccc(C)cc3)CCOCC2)cc1` gave DUSP3 inh 8, MazF activator 16, SARS 3CLpro inh -1, CCHFV vOTU inh -4, SSB-PriA inh -6, Rv3671c protease 6, PrPC surface inh 7, TcdB inh 0.1, Vc quorum ag -0.6 and Yp Topo-I inh 15.
Cc1ccc(CN(C(=O)c2cc(=O)c3cc(C)cc(C)c3o2)C2CCS(=O)(=O)C2)cc1 (stereo unspecified) was read as DUSP3 inh -10, MazF activator -3, SARS 3CLpro inh -2, CCHFV vOTU inh 11, SSB-PriA inh 3, Rv3671c protease 1, PrPC surface inh -2, TcdB inh 1.1, Vc quorum ag inactive and Yp Topo-I inh 33.
`Cc1ccc(Cl)cc1NS(=O)(=O)c1cc2[nH]c(=O)c(=O)[nH]c2cc1C` gave DUSP3 inh -9, MazF activator 11, SARS 3CLpro inh 6, CCHFV vOTU inh 9, SSB-PriA inh -2, Rv3671c protease -1, PrPC surface inh -1, TcdB inh 1.4, Vc quorum ag -0.6 and Yp Topo-I inh -4.
For COc1ccccc1-c1cc(NC(C)=O)c2ncc(-c3ccccc3)n2c1 the results were CCHFV vOTU inh -1, PrPC surface inh 1, TcdB inh 0.3, Vc quorum ag -0.4 and Yp Topo-I inh 26.
`CCN(CC)S(=O)(=O)c1cc(C(=O)OC)ccc1Cl` gave DUSP3 inh 30, MazF activator -1, SARS 3CLpro inh 1, CCHFV vOTU inh -8, SSB-PriA inh 1, Rv3671c protease 1, PrPC surface inh -6, Vc quorum ag -6.2 and Yp Topo-I inh 3.
`CCCCNC(=O)O[C@H]1C[C@@H]2CCN3C(=O)CCC(C)(C)[C@H](C1)[C@H]23` gave DUSP3 inh 24, MazF activator 3, SARS 3CLpro inh 2, CCHFV vOTU inh 1, SSB-PriA inh -13, Rv3671c protease -2, PrPC surface inh 2, TcdB inh 1.7, Vc quorum ag inactive and Yp Topo-I inh 9.
Screening O=C1C2=C(NC(=S)NC2c2ccc(Cl)cc2)NC(c2ccc(Cl)cc2)N1c1ccc(Cl)cc1 (stereo unspecified) returned DUSP3 inh 11, MazF activator -2, SARS 3CLpro inh 2, CCHFV vOTU inh 19, SSB-PriA inh -7, Rv3671c protease 0, PrPC surface inh 2, Vc quorum ag -2.9 and Yp Topo-I inh 16.
COc1ccc(Cc2nnc(NC(=O)c3cccc(F)c3)s2)cc1OC was read as DUSP3 inh 20, MazF activator -6, SARS 3CLpro inh 2, CCHFV vOTU inh -10, SSB-PriA inh -1, Rv3671c protease 2, PrPC surface inh 9, TcdB inh 0.0, Vc quorum ag -0.6 and Yp Topo-I inh -4.
CCN(CC)c1ccc2cc(NC(=O)CCC(=O)O)c(=O)oc2c1 was read as DUSP3 inh 6, MazF activator 12, SARS 3CLpro inh 2, CCHFV vOTU inh -69, SSB-PriA inh -13, Rv3671c protease 7, PrPC surface inh -22, Vc quorum ag inactive and Yp Topo-I inh -9.
Cc1cc2cc(CNC(=O)C3CCCC3)ccc2n1C was read as DUSP3 inh 22, MazF activator 1, CCHFV vOTU inh -2, SSB-PriA inh 1, Rv3671c protease -4, PrPC surface inh 44*, TcdB inh -0.7, Vc quorum ag inactive and Yp Topo-I inh 24.
`CCCOCC1CC(CCc2nc(=S)[nH][nH]2)C(=O)O1` (stereo unspecified) gave DUSP3 inh -7, MazF activator 4, SARS 3CLpro inh 3, CCHFV vOTU inh -6, SSB-PriA inh 2, Rv3671c protease 0, PrPC surface inh -1, TcdB inh 2.2, Vc quorum ag -0.4 and Yp Topo-I inh -1.
`COc1cccc(COC(=O)c2cc(=O)[nH]c3ccc(S(=O)(=O)N4CCOCC4)cc23)c1OC` gave MazF activator -3, CCHFV vOTU inh -13, SSB-PriA inh 0, Rv3671c protease -6, PrPC surface inh 1, TcdB inh -0.2, Vc quorum ag -12 and Yp Topo-I inh 29.
`Cc1onc(-c2ccccc2)c1C(=O)NCC1COc2ccccc2O1` (stereo unspecified) gave DUSP3 inh -15, MazF activator 5, SARS 3CLpro inh -4, CCHFV vOTU inh 5, SSB-PriA inh -16, Rv3671c protease -8, PrPC surface inh 7, Vc quorum ag inactive and Yp Topo-I inh 8.
`C[C@@H]1CN([C@@H](C)CO)C(=O)CCCn2nncc2CO[C@@H]1CN(C)S(=O)(=O)c1cn(C)cn1` gave MazF activator 5, CCHFV vOTU inh -3, PrPC surface inh -6, TcdB inh 0.5&0.6, Vc quorum ag -1.1 and Yp Topo-I inh 0.
O=C(NN=C1CCC(c2ccccc2)CC1)c1ccccc1-n1cccc1 (stereo unspecified) was read as DUSP3 inh 17, MazF activator -6, SARS 3CLpro inh 1, CCHFV vOTU inh 4, SSB-PriA inh -1, Rv3671c protease -12, PrPC surface inh -4, Vc quorum ag inactive and Yp Topo-I inh 6.
For COc1cc2c(cc1OC)CN(Cc1ccc(F)cc1)CC2 the results were DUSP3 inh 16, MazF activator 16, SARS 3CLpro inh -2, CCHFV vOTU inh -77, SSB-PriA inh 1, Rv3671c protease 11, PrPC surface inh -7, TcdB inh -4.2, Vc quorum ag -1.3 and Yp Topo-I inh -5.
O=C1Nc2ccccc2N(O)N1c1ccc(S(=O)(=O)Nc2ccccn2)cc1 was read as DUSP3 inh 20, MazF activator 3, SARS 3CLpro inh 1, CCHFV vOTU inh -4, SSB-PriA inh 2, Rv3671c protease 0, PrPC surface inh 6, TcdB inh -0.1, Vc quorum ag -0.2 and Yp Topo-I inh 4.
Screening CC(C)CC(=O)N1CCN(Cc2cccc(F)c2)CC1 returned DUSP3 inh 23, MazF activator 1, SARS 3CLpro inh 1, CCHFV vOTU inh 6, SSB-PriA inh -23, Rv3671c protease 5, PrPC surface inh 0, Vc quorum ag inactive and Yp Topo-I inh 0.
Cc1ccc(NC(=O)CSc2nnc(NC(=O)C3CC3)s2)cc1 was read as DUSP3 inh 4, MazF activator -3, SARS 3CLpro inh -1, CCHFV vOTU inh 18, SSB-PriA inh 5, Rv3671c protease -1, PrPC surface inh -8, TcdB inh 0.5, Vc quorum ag -0.2 and Yp Topo-I inh 2.

Compounds shown so far that contain a furan ring, fused or not, in the order listed:
`COc1ccccc1NC(NC(=O)c1ccco1)C(=O)c1ccccc1` (stereo unspecified) gave DUSP3 inh -9, MazF activator -8, SARS 3CLpro inh 3, CCHFV vOTU inh -19, SSB-PriA inh 7, Rv3671c protease 4, PrPC surface inh 2, TcdB inh 1.5, Vc quorum ag -1.0 and Yp Topo-I inh 0.
Screening COc1cccc(NC(=O)CCC(=O)NCc2ccco2)c1 returned DUSP3 inh 31, MazF activator 4, SARS 3CLpro inh 1, CCHFV vOTU inh -22, SSB-PriA inh -5, Rv3671c protease 0, PrPC surface inh -2, Vc quorum ag inactive and Yp Topo-I inh -10.

From PubChem

Only part of the results is shown, so the mix of outcomes need not match the whole.
